Screens: PubChem BioAssay, several laboratories
Rpn11 block – Rpn11 (human) deubiquitinase inhibition; O00487; AID 588493; human 26S proteasome, Ub4-pepOG fluorescence polarization; 20S core pre-blocked with epoxomicin; calls only at 20 µM; 360,000 tested, 0.59% active;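 active = inhibition at 20 µM, scaled to each plate's controls, above about 33%, limit read from the data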
CSN inh – blocks human CSN-mediated cullin deneddylation; inhibition, % at 12.5 µM; 360,000 tested, 0.38% active; Purified CSN, SCF-Nedd8-OG deneddylation, fluorescence polarization; Q92905; AID 651999;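 active = pattern-corrected inhibition above about 35%, with an unprinted fluorescence ratio check between 0.5 and 1.5, limit read from the data, passing the limit was not always enough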;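 note: 0% = enzyme with substrate and 100% = substrate without enzyme; some results filed as inactive read as strong as hits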
Target sequence (Q92905 whole entry, looked up, one chain of several): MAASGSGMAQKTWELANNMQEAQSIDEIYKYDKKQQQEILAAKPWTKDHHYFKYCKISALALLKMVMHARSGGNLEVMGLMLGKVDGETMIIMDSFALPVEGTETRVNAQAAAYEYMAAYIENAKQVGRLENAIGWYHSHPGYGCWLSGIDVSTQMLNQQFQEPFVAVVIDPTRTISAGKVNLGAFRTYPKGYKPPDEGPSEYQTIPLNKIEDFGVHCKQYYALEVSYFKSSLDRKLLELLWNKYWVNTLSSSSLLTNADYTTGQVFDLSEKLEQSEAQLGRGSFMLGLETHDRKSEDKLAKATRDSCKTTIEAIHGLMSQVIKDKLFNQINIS
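Test system: purified human Csn5 enzyme expressed in HEK293T cells. Amount: 0.24 nM enzyme. Reagent: SCFSkp2-Nedd8OG substrate at 10 nM final. Schedule: 90 min incubation of compound, enzyme and substrate at room temperature. Detection: fluorescence polarization. Read-out: % inhibition of substrate cleavage by Csn5.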
MLLE-PAM2 inh – inhibitors of microRNA-mediated deadenylation, human PABP1 MLLE binding; 360,000 tested, 0.36% active; inhibition, % at 20 µM; GST-MLLE / FITC-PAM2 fluorescence polarization; P11940; in the data active = inhibition above about 35%, passing the limit was not always enough;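 note: plate controls were DMSO wells with GST-MLLE for no effect and wells lacking GST-MLLE protein for full effect; some results filed as inactive read as strong as hits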
Target sequence (P11940 whole entry, looked up): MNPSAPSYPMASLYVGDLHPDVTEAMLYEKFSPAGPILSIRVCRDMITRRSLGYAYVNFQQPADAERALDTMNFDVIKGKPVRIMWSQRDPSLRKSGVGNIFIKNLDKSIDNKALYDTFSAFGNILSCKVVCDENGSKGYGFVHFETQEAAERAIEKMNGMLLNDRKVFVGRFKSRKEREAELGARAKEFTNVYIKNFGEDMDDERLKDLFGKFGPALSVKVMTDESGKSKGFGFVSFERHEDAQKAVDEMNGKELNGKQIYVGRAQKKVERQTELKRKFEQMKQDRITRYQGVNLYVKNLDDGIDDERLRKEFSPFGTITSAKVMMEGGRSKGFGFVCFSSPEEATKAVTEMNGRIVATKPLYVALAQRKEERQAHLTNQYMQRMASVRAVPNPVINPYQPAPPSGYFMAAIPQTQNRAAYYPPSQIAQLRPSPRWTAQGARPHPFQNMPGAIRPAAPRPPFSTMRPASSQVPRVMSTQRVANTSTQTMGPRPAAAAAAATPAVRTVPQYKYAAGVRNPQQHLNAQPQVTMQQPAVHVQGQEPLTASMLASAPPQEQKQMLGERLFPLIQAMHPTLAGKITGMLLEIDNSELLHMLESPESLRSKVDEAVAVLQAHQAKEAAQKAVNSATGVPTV
MsrA inh – inhibits bovine methionine sulfoxide reductase A. purified bovine MsrA, absorbance read-out. 360,000 tested, 0.75% active. inhibition, % at 15.5 µM; in the data active = inhibition above about 4.5%;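 note: 0% = vehicle wells with enzyme and 100% = reference inhibitor wells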
MT1-MMP act inh – MT1-MMP (human) activation inhibition | HT1080 RFP-PRO-GFP cells, GFP/RFP ratio fluorescence, overnight; percent of plate control window, DMSO zero | GFP/RFP ratio change, % at 20 µM | 360,000 tested, 0.061% active | AID 651647;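 active = GFP/RFP ratio change of at least 30% with cell ATP level not reduced by more than half and red fluorescence within 50% of control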; note: strong numbers were not always called active
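Test system: HT1080 RFP-PRO-GFP cells; Benchmarks: DMSO and RFP-L50D-GFP cell wells; Timing: cells overnight before dosing, compound overnight, 37 °C, 5% CO2; Compound: one 20 µM compound dose with 1% DMSO; Read-out: GFP/RFP fluorescence ratio.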
FAS TE block – inhibitors of human fatty acid synthase thioesterase domain | P49327 | recombinant FAS-TE, OMFH fluorogenic substrate, fluorescence endpoint | inhibition, % at 15 µM | 360,000 tested, 0.67% active | AID 602261;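 active = compounds whose normalised, plate-corrected inhibition of enzyme fluorescence in the single-dose primary screen is 50% or more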;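 note: 0% = DMSO with enzyme and 100% = substrate without enzyme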
eLon inh – inhibitors of E. coli Lon protease | inhibition, % at 7.94 µM | purified E. coli Lon protease, fluorescence polarization | P0A9M0 | 360,000 tested, 0.42% active | AID 602123; in the data active = inhibition above about 13%, passing the limit was not always enough;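 note: 0% = enzyme with probe and DMSO and 100% = no enzyme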
bovine MsrA act – activates bovine MsrA enzyme | purified bovine MsrA, absorbance read-out | activation, % at 10.6 µM | 360,000 tested, 0.3% active; in the data active = activation above about 7.5%;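 note: 0% = vehicle and 100% = reference activator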
Rin1-Abl PPI inh – human Rin1-Abl interaction inhibition | P00519+Q13671 | TR-FRET Rin1/Abl binding, biochemical | inhibition, % at 7.35 µM | 360,000 tested, 0.4% active | AID 588664; in the data active = inhibition above about 5%, passing the limit was not always enough
* marks the source's active call; other numbers are inactive results; i = inactive; / = not tested or not shown; + = active, no number.

The first 4 entries, to show the layout:
Second line of a record: Rpn11 block, CSN inh, MLLE-PAM2 inh, MsrA inh, MT1-MMP act inh, FAS TE block, eLon inh, bovine MsrA act, Rin1-Abl PPI inh
> CCCCc1nc2cc(C(=O)NCCc3cnn(C)c3)ccc2o1
  i, -2.9, -1.1, 0.4, -3.6, -2.8, -1.2, -3.6, 2.8
> CC1(C(=O)Nc2cccc3cccnc23)CCN1C(=O)CCC1CCCC1 (stereo not given)
  i, -2.7, -9.8, -1.5, -2.1, 6.0, -0.8, -2.6, 0.2
> O=C(NNC(=S)NC1CCCCC1)c1sc2ccccc2c1Cl
  i, -14.1, 13.9, 0.5, 6.7, 9.8, -8.7, -4.7, 0.7
> Cc1ccccc1Nc1nc(N)nc(CN2C(=O)NC3(CCCCC3C)C2=O)n1 (stereo not given)
  i, -1.3, -26.7, 0.9, 7.9, -4.2, -0.6, -0.1, 1.9

The listing, previewed entries included:
Second line of a record: Rpn11 block, CSN inh, MLLE-PAM2 inh, MsrA inh, MT1-MMP act inh, FAS TE block, eLon inh, bovine MsrA act, Rin1-Abl PPI inh
> CCCCc1nc2cc(C(=O)NCCc3cnn(C)c3)ccc2o1
  i, -2.9, -1.1, 0.4, -3.6, -2.8, -1.2, -3.6, 2.8
> CC1(C(=O)Nc2cccc3cccnc23)CCN1C(=O)CCC1CCCC1 (stereo not given)
  i, -2.7, -9.8, -1.5, -2.1, 6.0, -0.8, -2.6, 0.2
> O=C(NNC(=S)NC1CCCCC1)c1sc2ccccc2c1Cl
  i, -14.1, 13.9, 0.5, 6.7, 9.8, -8.7, -4.7, 0.7
> Cc1ccccc1Nc1nc(N)nc(CN2C(=O)NC3(CCCCC3C)C2=O)n1 (stereo not given)
  i, -1.3, -26.7, 0.9, 7.9, -4.2, -0.6, -0.1, 1.9
> Cc1cc(C)cc(CC(CC(=O)Nc2ccc(Cl)cc2)C(=O)O)c1 (stereo not given)
  i, 5.6, -1.3, 0.6, -0.7, -3.2, 8.1, 0.1, 3.3
> CCC(C)C(Nc1ncnc2scc(-c3ccccc3)c12)C(=O)O (stereo not given)
  i, 0.2, -5.4, 1.8, -4.3, 0.1, 2.0, -9.6, 2.6
> CCNC(=S)NNC(=O)c1cc(-c2cccc(OC)c2)nc2ccccc12
  i, -8.5, -29.0, -0.8, 0.0, -10.5, 9.5, -1.7, -2.7
> CC1(C)CC(NC(=S)NCc2ccco2)CC(C)(C)N1
  i, -0.5, 5.3, -1.2, -2.1, -10.7, 19.2, -6.7, 2.2
> O=[N+]([O-])c1ccc(N2CCN(Cc3ccc4c(c3)OCO4)CC2)nc1
  i, -2.5, -1.4, 2.5, 2.3, 24.0, -3.2, -2.5, -3.1
> CNCCCCOc1ccccc1-c1ccccc1
  i, 5.5, -0.3, -0.9, 3.9, -7.9, -3.2, -14.3, 1.6

For reference, some entries already given.
Second line of a record: Rpn11 block, CSN inh, MLLE-PAM2 inh, MsrA inh, MT1-MMP act inh, FAS TE block, eLon inh, bovine MsrA act, Rin1-Abl PPI inh
> CC1(C)CC(NC(=S)NCc2ccco2)CC(C)(C)N1
  i, -0.5, 5.3, -1.2, -2.1, -10.7, 19.2, -6.7, 2.2
> O=[N+]([O-])c1ccc(N2CCN(Cc3ccc4c(c3)OCO4)CC2)nc1
  i, -2.5, -1.4, 2.5, 2.3, 24.0, -3.2, -2.5, -3.1
> CNCCCCOc1ccccc1-c1ccccc1
  i, 5.5, -0.3, -0.9, 3.9, -7.9, -3.2, -14.3, 1.6

Later entries:
Second line of a record: Rpn11 block, CSN inh, MLLE-PAM2 inh, MsrA inh, MT1-MMP act inh, FAS TE block, eLon inh, bovine MsrA act, Rin1-Abl PPI inh
> Cc1ccc(NS(=O)(=O)c2ccc(NC(=O)c3ccc(Br)o3)cc2)c(C)c1
  i, 7.4, 9.0, 0.3, -2.8, 25.7, -1.5, -4.9, 1.7
> O=C(O)CSc1ncnc2scc(-c3ccc(Br)cc3)c12
  +, 3.1, -33.8, -0.8, -5.8, -10.6, -20.6, -2.3, -4.7
> COC(=O)c1ccc(C(=S)N2CCOCC2)cc1
  i, -2.0, 25.3, -1.0, 2.9, -3.2, 6.6, -1.7, 0.2
> COc1ccccc1NC(=O)Cc1noc(CSc2cc(C)c3ccccc3n2)n1
  i, 4.8, 5.7, 0.1, -5.8, 14.9, -5.0, -0.4, 2.6
> C[C@@H]1O[C@H](C2CCCCC2)Cc2[nH][nH]c(=O)c21
  /, -8.0, /, -0.1, 1.0, -9.0, -4.9, -1.8, /
> CCC(Sc1ncccc1C(=O)Oc1cccc([N+](=O)[O-])c1)C(=O)Nc1ccccc1OC (stereo not given)
  i, -8.0, -2.5, 1.1, /, 24.2, 1.8, -12.8, -0.3
> O=C(NCCCN1CCOCC1)c1[nH]c(C(F)(F)F)nc1-c1ccccc1
  i, 1.4, 2.3, -0.7, 3.4, -7.2, -6.6, -2.4, 4.4
> COc1ccc(OC)c(NS(=O)(=O)c2ccc(Cl)nc2)c1
  i, 6.7, 5.2, 0.3, -1.4, -4.5, -2.4, -2.5, -0.1
> O=c1[nH]c(-[n+]2ccccc2)c(/C=N/N=C(\[O-])c2ccccc2)s1
  i, 5.0, 21.1, 5.0*, 2.5, -4.9, 2.4, -7.2, -6.3
> O=C(Nc1ncccn1)c1ccc(Cl)c([N+](=O)[O-])c1
  i, -4.7, -2.3, 0.5, 0.6, 6.9, 0.6, -5.4, -0.2
> CC1=C(C(=O)N2CCOCC2)CC(CC(=O)NC2CC2)C(=O)N1Cc1ccc(C(C)(C)C)cc1 (stereo not given)
  i, 4.6, -10.1, 0.4, 12.5, -9.9, 1.5, -5.8, 1.1
> Cc1ccc(C)c(OCCC(=O)OCC(=O)Nc2cccc(S(=O)(=O)N3CCCC3)c2)c1
  i, -1.6, -12.5, -0.4, -0.8, 17.1, -1.6, -2.5, 3.9
> Cc1ccc(NC(=O)c2cnccn2)cc1C
  i, -0.7, 4.6, 1.9, -2.5, -4.1, -5.4, -2.0, 1.9
> Cc1ccc(S(=O)(=O)N2C[C@H]3N(C(=O)OC(C)C)N(C(=O)OC(C)C)C[C@H](OC(=O)NC4CCCC4)[C@@]3(O)C2)cc1
  i, 4.1, 6.5, -0.1, 2.8, -1.0, -6.4, 1.5, -0.4
> COc1ccc(NC(=O)c2ccc(Br)o2)c([N+](=O)[O-])c1
  i, -4.8, 2.5, -0.8, 2.4, -5.7, 9.6, -3.0, 0.3
> O=C(Nc1nc2ccccc2s1)c1ccc(Cl)s1
  i, -2.1, 7.7, -0.1, -9.1, 2.2, -1.5, 0.2, -5.1
> C=CCOC(=O)C1=C(C)NC(=O)NC1c1ccc(Cl)cc1 (stereo not given)
  i, 0.3, 8.8, -0.4, 3.1, -4.7, -6.8, -11.6, 0.2
> CC(=O)N1CCN(c2nnc(-c3ccc(C)cc3)c3ccccc23)CC1
  i, -1.9, -0.9, 0.7, 3.9, -5.2, -5.3, -1.8, 0.5
> Fc1ccc(C[n+]2csc3ccccc32)cc1
  i, -2.6, 41.5*, -0.6, -4.0, -5.8, 0.5, 6.4, 1.0
> Cc1ccc(-c2csc(N=C(N)N)n2)cc1
  i, 1.8, 24.5, 0.0, 9.8, -4.4, 10.5, -2.1, 0.0
> Cc1[nH]c2ccc(F)cc2c1CCN(Cc1cccnc1)C(=S)NC(C)(C)C
  i, -3.4, -24.6, -0.4, 3.5, 12.8, -6.6, 1.9, -0.9
> CCCNC(=O)C1(C)CCCN(C(=O)C(c2ccccc2)c2ccccc2)C1 (stereo not given)
  i, -0.1, 13.9, -0.1, -0.8, -4.2, -1.3, -5.2, 4.6
> COC(=O)c1c(C)[nH]c(C(=O)/C=C/c2ccccc2Cl)c1C
  i, -0.1, -5.1, -0.1, 2.5, -4.3, 2.0, -1.1, 0.7
> Cc1cc(C)c(C(=O)OCc2csc(CC(=O)Nc3ccccc3C)n2)c(C)c1
  i, 2.5, -7.8, -1.1, 2.2, 14.1, -2.0, -1.5, 2.2
> COc1ccc(S(=O)(=O)N2CCN(C(=O)NCc3ccc(OC)c(OC)c3)CC2)cc1
  i, 0.5, 1.8, -1.3, 5.2, -3.5, -1.6, -0.6, 1.0
> CC1CN(Cc2nc3c(c(=O)n(C)c(=O)n3C)n2CCCc2ccccc2)CC(C)O1 (stereo not given)
  i, -1.8, -5.0, -0.8, -1.0, -0.1, 5.1, -2.3, -2.6
> Cn1cc(CN2CCC(C(=O)Nc3cccc(-c4cscn4)c3)CC2)cn1
  i, -3.2, -5.3, -0.7, -0.1, -8.0, -9.8, -5.3, -0.1
> COc1ccccc1NC(=O)CSc1nnnn1-c1ccc2c(c1)OCO2
  i, -4.8, 0.7, -0.6, 2.2, 13.9, -0.9, 0.1, 6.2
> COc1ccc(C2CC(=O)OC3=C2C(=O)CC(C)(C)C3)c(OC)c1 (stereo not given)
  i, 14.1, -4.7, 0.8, 1.6, -3.1, 1.6, -3.9, 1.7
> CCN(CC)CC(O)Cn1c2ccccc2c2ccccc21 (stereo not given)
  i, 1.5, 7.3, 2.2, 4.3, -7.6, -5.8, -9.4, -1.4
> CC1CCN(C(=O)CSc2ccc(-c3ccc(F)cc3)nn2)CC1
  i, 3.3, 2.3, 0.4, 1.1, 5.7, -1.4, -0.6, -0.8
> CCSc1nsc(NC(=O)Nc2cccc(F)c2)n1
  i, 0.6, 12.5, 0.7, -8.7, 10.7, -1.4, -3.7, -0.2
> c1csc(-c2nc(CN3CCSCC3)cs2)c1
  i, -1.6, 12.2, 2.1, -0.8, 2.4, -7.0, -2.3, -1.7
> Cc1ccc(C(=O)Nc2ccc(N3CCCC3)cc2)c(C)c1
  i, 19.9, -25.8, -0.6, 0.5, -12.2, -0.2, -3.7, 0.8
> Cc1ccc(OC(=O)CCC(=O)N2CCc3ccccc32)cc1
  i, -0.7, 6.6, -0.5, -0.4, 13.2, 3.5, -1.7, -5.9
> CCOC(=O)C1(Cc2cccc(Cl)c2)CCCN(C(=O)C(C)(C)C)C1 (stereo not given)
  i, 2.5, -8.7, -0.5, 1.6, 5.1, -11.7, 1.8, 1.6
> Cc1ccc2nc(C(=O)N3CCCC(Nc4ccc(F)cc4)C3)cn2c1 (stereo not given)
  i, -0.2, -1.0, -0.9, 1.2, -4.4, -12.9, -1.7, 0.9
> CC(OC(=O)C1=NNC(=O)CC1)C(=O)Nc1ncc(Cl)cc1Cl (stereo not given)
  i, 4.8, 1.2, -1.5, 0.1, -8.0, 18.3, -11.6, 1.1
> COc1ccc(CNC(=O)C(OC(=O)c2ccco2)c2ccccc2F)cc1 (stereo not given)
  i, -4.5, 16.1, -0.4, 0.4, 3.2, -1.4, -2.9, 2.0
